Assay outcomes as filed in PubChem BioAssay.
SDO1 yeast rescue: sdo1-depleted yeast growth rescue; S. cerevisiae sdo1-depleted JHY4D growth rescue, OD600 30 h; hits give high values; pdr5 snq2 efflux-pump mutant strain; z-score at 10 µM; 140,000 compounds, 0.21% hits;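 active = z-score above 3 at both the 24 hr and the 30 hr optical density reads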;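 also: z-score against mean and SD of all compound wells on the same plate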
Insulin prom inh: TRM-6 insulin promoter activity inhibition; inhibition, % at 2 µM; TRM-6 cells (human fetal islet line), insulin promoter-eGFP reporter, imaging; reporter expression induced with tamoxifen; 130,000 compounds, 0.9% hits;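 active = inhibition above the mean plus 3 SD, with well images judged a real hit on visual review, cut at about 60% in these data, passing the limit was not always enough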
SDO1 yeast rescue Rescue 24 h: also measured in SDO1 yeast rescue; calls as there; z-score; S. cerevisiae sdo1-depleted JHY4D growth rescue, OD600; measured here: growth rescue at 24 h;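 0 is the plate mean of compound wells and units are plate SD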
An asterisk follows results filed as active; · = no result given; [ ] = another dose, or the depositor's remark. An excerpt, so the mix of outcomes need not match the whole.

SDO1 yeast rescue	SDO1 yeast rescue Rescue 24 h	Insulin prom inh	compound
0.51	0.06	-20	Cc1nc2sc(C(c3ccc(C(C)C)cc3)N3CCN(CCO)CC3)c(O)n2n1 (stereo not given)
-0.01	-1	-30	O=C(NCc1cccnc1)/C(=C/c1ccco1)NC(=O)c1ccccc1
-0.9	-1.9	40	COC(=O)/C(=C/c1c[nH]c2ccccc12)NC(C)=O
-0.56	-0.69	11	Cc1ccc(S(=O)(=O)N2CCCC2C(=O)OCc2ccccc2)cc1 (stereo not given)
0.19	-0.16	3	COc1ccc(NS(=O)(=O)c2ccc(NC(=O)C3CCCO3)cc2)cc1 (stereo not given)
0.36	0.17	41	C=CCN1C(=O)CSC1=Nc1cccc(O)c1
·	·	-50	O=C(Nc1ccc(Cc2ccncc2)cc1)c1cc(F)c(F)cc1Cl
-0.49	-0.93	-341	O=C(CSc1nnc(-c2ccccc2)o1)N1CCN(c2ccccc2)CC1
0.49	-0.09	40	CCOC(=O)N1C2C=C(C)[C@@H]2[C@@H]2CC(=O)N21 (stereo not given in full)
-1.7[14.5 µM]	-1	-15	Cc1ccc(S(=O)(=O)NCCSCc2ccccc2)cc1
1.1	1.6	-25	CCNC(=O)C1(c2ccccc2)CCCC1
-1	-0.57	·	O=c1c(-c2ccc(Cl)cc2)coc2c(CN3CCOCC3)c(O)ccc12
·	·	-30	COc1ccc(-n2c(=O)c(NC(=O)c3ccccc3)c3n(c2=S)CCCCC3)cc1
0.1	-0.74	27	O=[N+]([O-])c1ccc(NCCCO)c(C(F)(F)F)c1
·	·	-75	Cc1cc(C)cc(NC(=O)CSCc2nc3c(nnn3Cc3ccc(F)cc3)c(=O)[nH]2)c1
-2	-0.27	-343	CCN(CC)S(=O)(=O)c1ccc(N2CCOCC2)c(NC(=O)C(=O)c2c(-c3ccccc3)cc3ccccn23)c1
-0.43	-0.48	22	Cc1ccc(/C=N/N2CCN(Cc3cccc4ccccc34)CC2)o1
-0.24	-0.8	47	O=C1NCCCC1C(=O)NCCN1C(=O)CCC1=O (stereo not given)
-0.54	-0.56	3	CCOc1ccccc1C(=O)N[C@H](C(=O)OCc1cc([N+](=O)[O-])cc2c1OCOC2)C(C)C
·	·	-128	NS(=O)(=O)c1ccc(-c2ccc(/C=C3\C(=O)Nc4cc(Cl)ccc43)o2)cc1
-0.1	-0.62	32	CSc1ccccc1N1CCN(C(=O)Nc2ccc3c(c2)NC(=O)CO3)CC1
0.67	0.64	·	Cn1cc(S(=O)(=O)N2CCN(Cc3ccccc3)CC2)c(=O)n(C)c1=O
·	·	-75	Cc1cc(C)c(NC(=O)CN2CCC(NC(=O)NC3CCCCC3)CC2)c(C)c1
0.43	0.79	-116	COc1cc(/C=N/NC(=O)COc2cc(C)cc(C)c2)ccc1OS(=O)(=O)c1ccc(C)cc1
-0.97	-1.4	·	Cc1ccc(-n2c(=O)c3sccc3n(CC(=O)N3CCCC3)c2=O)cc1
0.94	0.53	-20	Cc1cc(=O)c2c(o1)CC(C)(C)CC2=O
-3.2	-1.9	29	Cc1nc(N)sc1-c1csc(Nc2ccc(Cl)cn2)n1
0.47	-0.42	-46	COc1ccc(S(=O)(=O)NNC(=O)c2cc3ccccc3o2)cc1
·	·	31	COc1ccccc1Nc1ccc(C(=O)NCc2cccs2)cn1
1.2	-0.89	·	COc1cccc(C(C(=O)NCc2ccco2)N(C(=O)Cn2nnc3ccccc32)C2CC2)c1OC (stereo not given)
1	0.43	·	O=C1CSC(c2ccccc2F)N1CCN1CCCCC1 (stereo not given)
·	·	-14	CC(=O)N1CCC(=NNc2nc3ccccc3s2)CC1
·	·	16	COc1ccc(NC(=S)NCCSc2ccc(C)cc2)c(OC)c1
0.5	0.35	30	CCOC(=O)CC1C(=O)NCCN1S(=O)(=O)c1ccc(Cl)cc1Cl (stereo not given)
·	·	3	CCOC(=O)N1CCN=C1SCc1ccc(C(F)(F)F)cc1
0.73	0.73	-38	CC1=C(n2nnc([N+](=O)[O-])n2)C(c2cccnc2)C(C#N)=C(N)O1 (stereo not given)
·	·	57	CCOc1ccc(C(=O)C[n+]2ccc(C(=O)NCc3ccccc3)cc2)cc1
0.49	0.66	·	CC1(C(=O)NC(=S)N(Cc2ccccc2)c2ccccn2)CC1(Cl)Cl (stereo not given)
-0.64	-0.81	33	COc1ccc(CCNC(=O)C2CCN(S(=O)(=O)c3cccc4nonc34)CC2)cc1OC
1	0.1	-15	CCNC(=S)N(CCc1cccc(C)c1)Cc1cc2cc(OC)c(OC)cc2[nH]c1=O
-0.62	-0.31	-42	CC(OC(=O)C(C)N1C(=O)C2C3C=CC(C4CC34)C2C1=O)C(=O)c1ccccc1 (stereo not given)
·	·	35	Clc1ccc(CONc2ncnc3nonc23)c(Cl)c1
0.3	-0.73	14	CSc1nnc2c(n1)c(C)nn2-c1cccc(C)c1
-0.11	0.27	-16	Cc1ccc(Cn2ccc(NC(=O)C3C4CCC(C4)C3C(=O)O)n2)cc1 (stereo not given)
0.36	0.42	14	COc1ccc(C(=O)Nc2cc(=O)n(C)c(=O)n2C)cc1OC
-0.69	-0.14	-19	CC1CC1c1ccc(/C=C(\C#N)C(=O)Nc2cc(Cl)ccc2Cl)o1 (stereo not given)
·	·	-8	CN1C(=O)/C(=C\c2cc(Br)cs2)c2ccccc21
-0.44	1.4	·	O=C1N/C(=C/c2cccn2-c2ccccc2)C(=O)N1Cc1ccc(F)cc1
-0.14	1.4	·	O=C(Cn1nnc(-c2ccccc2NC(=O)c2ccco2)n1)Nc1ccccc1
-0.17	0.53	·	CCC(=O)Nc1ccc(C(=O)Nc2ccc(OC)cc2[N+](=O)[O-])cc1

The list goes on:
SDO1 yeast rescue	SDO1 yeast rescue Rescue 24 h	Insulin prom inh	compound
-0.64	0.05	-19	Cc1ccc(NC(=O)c2ccccc2-c2ccc(C(F)(F)F)cc2)cc1S(=O)(=O)N1CCOCC1
·	·	33	COc1ccc(C(=O)N2CCC(C(=O)Nc3ccc(C)cc3)CC2)cc1
·	·	43	O=C1c2ccccc2CN1CCSC(=S)N1CCSCC1
-1.1	-0.92	-100	CCc1ccccc1NC1c2ccccc2C(=O)N1Cc1ccco1 (stereo not given)
·	·	11	COc1ccc([N+](=O)[O-])cc1NC(=O)CN(C)S(=O)(=O)c1ccccc1
0.98	1.7	33	CCOC(=O)c1c(NC(=O)c2c(C)noc2C)sc2c1CCCCC2
-1.6	-0.72	10	Cc1cc(C(=O)Cn2nnc3ccccc3c2=O)c(C)n1-c1ccccc1F
·	·	-53	Cc1ccc(NC(=O)Cn2c(=O)c(C)nc3ccccc32)cc1
-0.44	-0.89	85*	Cn1c(=O)cc(SCC(=O)N2CCN(c3ccccc3)CC2)c2ccccc21
0.34	0.4	-24	COCCCNCCCCOc1ccccc1-c1ccccc1
-2.2	-1.6	-3	O=C(c1ccc(COc2ccccc2Br)o1)N1CCN(c2ccccn2)CC1
0.14	0.2	3	C=CCC(C(=O)OC)(C(=O)OC)c1ccc([N+](=O)[O-])cn1
·	·	-53	CC(SCc1ccccc1)C(=O)Nc1ccc(F)cc1 (stereo not given)
0.9	1.5	23	O=C(NCS(=O)(=O)c1ccccc1)c1ccccc1
-0.22	0.29	-3	Cc1ccc(CN2CCN(/N=C/c3ccc(C)s3)CC2)c(C)c1
·	·	17	O=C(Nc1ccccc1Br)c1c(F)cccc1Cl
-1.4	-1.1	·	O=C(Nc1cccc(Cl)c1)N(Cc1nc2ccccc2c(=O)[nH]1)C1CCCC1
·	·	-42	Cc1cc([N+](=O)[O-])nn1CCCC(=O)NCc1ccc(F)cc1
0.16	0.52	·	COc1ccc(-c2nn(-c3ccccc3)cc2C(=O)O)cc1
-0.74	-0.03	-55	CC[C@H](C)[C@@H](NC(=O)O[C@@H]1C(=O)c2cc(OC)ccc2O[C@H]1c1ccc(OC)c(Br)c1)C(=O)OC
·	·	15	NC(=O)NC(=O)CSc1nnc(-c2ccc(Cl)cc2)n1CC1CCCO1 (stereo not given)
-0.81	-0.9	·	CC(CCc1ccccc1)NC(=O)c1nnc(Cc2ccc(Cl)cc2)o1 (stereo not given)
0.85	0.48	3	O=C(CN1C(=O)NC2(CCCCC2)C1=O)NC1CCCc2ccccc21 (stereo not given)
1.2	2.2	·	CCC(=O)Nc1cccc(NC(=O)c2ccccc2Br)c1
-1.2	0.03	15	Cc1cc(C)cc(NC(=O)Cn2c(SCc3cc(C)ccc3C)nc3ccncc32)c1
2.5	2	8	O=C(NCc1ccncc1)C(F)(F)C(F)(F)C(=O)NCc1ccncc1
0.61	0.03	23	COc1ccc(-n2c(O)c(/C=N/NS(=O)(=O)c3ccc(C)cc3)c3ccccc3c2=O)cc1OC
-0.22	-0.18	-21	COCCSc1ccccc1C(=O)Nc1cccnc1
·	·	-20	O=C(CCCN1C(=O)/C(=C\c2cccs2)SC1=S)Nc1ccc(C(=O)O)cc1
-1.7	-1.4	-30	O=C(N/N=C\c1ccc([N+](=O)[O-])s1)c1cncc(Br)c1
·	·	11	COc1cccc(/C=N/NC(=S)Nc2cccnc2)c1
0.35	-0.2	-34	COc1ccc(C(=O)Nn2c(SCC(=O)NCc3ccco3)nc3ccccc3c2=O)cc1
0.13	3	0	O=C(c1cccc(F)c1)N1CCCC(C(=O)N2CCCC2)C1 (stereo not given)
·	·	45	Cc1cc(=O)[nH]c(SCC(=O)NCCC2=CCCCC2)n1
-1.8	-1.6	·	Cc1cc(F)ccc1NCC(=O)Nc1ccc(Br)cc1C
2.9	1.1	·	Cc1nn(CC(=O)NCc2ccccc2Cl)c(C)c1[N+](=O)[O-]
-0.72	-0.63	8	N#CCSc1nc(-c2ccccc2)cs1
·	·	11	O=C(c1ccccc1F)N1C(=O)c2cccc3cccc1c23
0.5	-0.3	38	CCN(Cc1cc2cc(OC)ccc2[nH]c1=O)C(=O)c1ccncc1
·	·	18	COc1cc(/C=N/n2c(=S)[nH]nc(C)c2=O)cc([N+](=O)[O-])c1O
0.29	-0.43	-21	CCc1ccc(N=C2N=C(N)c3ccccc32)cc1
1.7	1	58	Cc1noc(C)c1C(=O)NCCCN1CCCC1=O
0.46	-0.6	·	CC(C)CCNC(=O)CO/N=C/c1ccccc1OC(F)F
1.3	1.6	28	Cc1ccc2c(C(=O)CN3CCSCC3)c(C)[nH]c2c1
1.6	1.7	·	Cc1onc(-c2ccccc2Cl)c1C(=O)N1CCCCC1C(=O)O (stereo not given)
-1	0.1	-29	Cc1nn(C)cc1/C=N/NC(=S)Nc1ccc(Cl)cc1Cl
-1.3	-0.87	·	O=[N+]([O-])c1ccc(-c2cnc(SC(c3ccccc3)c3ccccc3)[nH]2)cc1
1.3	1.3	0	COC(=O)C/C=C/[C@@H](C)[C@@H](/C=N/O[C@@H](C)c1cn([C@H](CO)Cc2ccccc2)nn1)NS(=O)(=O)c1ccc(C)cc1
·	·	8	Cn1c(=O)n(Cc2ccccc2F)c(=O)c2c1nc1n2CCN1Cc1ccco1
1.3	1	·	CCCC(=O)Nc1cccc2c1CCCC2

Remaining list, next part:
SDO1 yeast rescue	SDO1 yeast rescue Rescue 24 h	Insulin prom inh	compound
-0.4	-1.2	43	COC(=O)c1ccccc1NC(=O)CN(C)S(=O)(=O)c1ccc(OC)cc1
-1.1	-0.46	·	O=C(Nn1c(SCc2ccc(F)cc2)nc2ccsc2c1=O)c1ccccc1
0.01	-0.56	-7	CCOC(=O)Nc1ccc(S(=O)(=O)Nc2cc(C)nc(C)n2)cc1
0.08	0.22	·	CCOC(=O)N1CCC(N2C(=O)c3ccccc3C2Nc2ccc3c(c2)OCCO3)CC1 (stereo not given)
-0.66	-1.6	-500	O=C(CN1C(=O)c2cccc3cccc1c23)N1CCN(Cc2ccc3c(c2)OCO3)CC1
-0.94	-0.76	·	O=C(NN1c2ccccc2CCc2ccccc21)c1ccccc1Br
-0.37	0.41	-243	CCOC(=O)CSc1nc2sc3c(c2c(=O)n1C1CCCCC1)CCN(C)C3
1.1	0.99	-16	Cc1cc(=O)oc2cc(OCC(=O)NCc3ccco3)ccc12
0.2	-0.6	43	C=CCNC(=O)c1cnc2n(c1=O)CCS2

Entries above with a furan ring, fused or not (12):
SDO1 yeast rescue	SDO1 yeast rescue Rescue 24 h	Insulin prom inh	compound
-0.01	-1	-30	O=C(NCc1cccnc1)/C(=C/c1ccco1)NC(=O)c1ccccc1
-0.43	-0.48	22	Cc1ccc(/C=N/N2CCN(Cc3cccc4ccccc34)CC2)o1
·	·	-128	NS(=O)(=O)c1ccc(-c2ccc(/C=C3\C(=O)Nc4cc(Cl)ccc43)o2)cc1
0.47	-0.42	-46	COc1ccc(S(=O)(=O)NNC(=O)c2cc3ccccc3o2)cc1
1.2	-0.89	·	COc1cccc(C(C(=O)NCc2ccco2)N(C(=O)Cn2nnc3ccccc32)C2CC2)c1OC (stereo not given)
-0.69	-0.14	-19	CC1CC1c1ccc(/C=C(\C#N)C(=O)Nc2cc(Cl)ccc2Cl)o1 (stereo not given)
-0.14	1.4	·	O=C(Cn1nnc(-c2ccccc2NC(=O)c2ccco2)n1)Nc1ccccc1
-1.1	-0.92	-100	CCc1ccccc1NC1c2ccccc2C(=O)N1Cc1ccco1 (stereo not given)
-2.2	-1.6	-3	O=C(c1ccc(COc2ccccc2Br)o1)N1CCN(c2ccccn2)CC1
0.35	-0.2	-34	COc1ccc(C(=O)Nn2c(SCC(=O)NCc3ccco3)nc3ccccc3c2=O)cc1
·	·	8	Cn1c(=O)n(Cc2ccccc2F)c(=O)c2c1nc1n2CCN1Cc1ccco1
1.1	0.99	-16	Cc1cc(=O)oc2cc(OCC(=O)NCc3ccco3)ccc12
